Screens: PubChem BioAssay, National Center for Advancing Translational Sciences (NCATS)
POLK inh: inhibitors of human DNA polymerase kappa. purified Pol kappa, fluorescent DNA synthesis assay, 10 min. Potency, µM (top dose mostly 107 µM), without a hit: at the highest dose activity, negative = inhibition, usual class: inhibitors. 400,000 tested, 0.53% active. AID 588579; note: potency is the fitted concentration of half-maximal effect; % is set by controls: 0 for no effect and ±100 for the full control effect
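Readout: fluorescence, taken kinetically at 0 and 10 min. Conditions: 10 nM Pol kappa, 15 min RT compound preincubation, 50 nM substrate final. Controls: enzyme-free buffer wells.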
LDHA inh: LDHA (human) enzyme inhibition | 480,000 tested, 0.15% active | purified LDHA, NADH/diaphorase-resazurin fluorescence; hits give low values | activity change, % (values are at about 110 or 230 µM) | P00338; in the data active = activity change below about -30%; inconclusive = mostly about -25% to -30%;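 note: plate controls were DMSO wells for no effect and wells without enzyme for full effect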
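Human LDH5 (2 nM) was incubated with 0.06 mM NADH and 0.2 mM pyruvate for 5 min at room temperature in Tris pH 7.4. Remaining NADH was coupled through diaphorase/resazurin, and resorufin fluorescence was read at 0 and 20 min.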
APE1 inh: blocks human APE1 abasic DNA cleavage | recombinant APE1, TAMRA/BHQ-2 abasic DNA cleavage fluorescence | AID 2517 | Potency, µM (series often up to 65.8 µM), for the others: at the highest dose activity change, negative = inhibition, actives largely listed as inhibitors | 350,000 tested, 0.35% active;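 note: potency is the fitted concentration of half-maximal effect; plate controls were vehicle for no effect and reference inhibitor for full effect; nearly all actives have a fitted effect of over 55% in size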
Target sequence (P27695 whole entry, looked up): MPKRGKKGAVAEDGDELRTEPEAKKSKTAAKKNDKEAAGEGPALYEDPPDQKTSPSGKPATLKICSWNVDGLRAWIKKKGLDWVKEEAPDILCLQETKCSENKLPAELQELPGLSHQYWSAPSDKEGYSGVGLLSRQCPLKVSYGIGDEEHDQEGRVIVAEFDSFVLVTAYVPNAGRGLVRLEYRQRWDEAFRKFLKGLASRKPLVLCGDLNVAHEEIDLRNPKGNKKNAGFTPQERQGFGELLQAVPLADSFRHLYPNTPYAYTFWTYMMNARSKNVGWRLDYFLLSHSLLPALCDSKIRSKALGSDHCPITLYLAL
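Quantitative HTS: incision of a TAMRA/BHQ-2 double-stranded substrate bearing a tetrahydrofuran abasic site by 0.75 nM APE1 raises fluorescence. Substrate 50 nM final, added after 15 min compound preincubation at room temperature; progress as third-minus-first kinetic read difference.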
ERG-DNA inh: ERG Ets/DNA interaction inhibition. P11308. fluorescence polarization, His-ERG Ets domain / labelled DNA. Potency, µM (top dose mostly 76.9 µM), for inactives: top-dose FP activity, negative = inhibition, usual class: inhibitors. 370,000 tested, 0.028% active. AID 624246; active = well fitted inhibition curve with a large enough effect in the polarisation, with a control signal flat; inconclusive = small, poorly fitted or top-dose-only effect, or effect the other way, or a change in a side signal; inactive = no such curve, though single readings can be large or run the other way; the % refers to the polarisation;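 note: polarization taken with two DNA probes labelled with fluorescein and Texas red; potency is the fitted concentration of half-maximal effect; % of control where 0% means no effect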
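His-tagged ERG Ets domain (1 uM in the protein solution; 300mM KCl, 50mM Tris-HCl, 1mM EDTA, 1mM DTT, pH 7.5) received compound, then a probe mix of 5 nM fluorescein-DNA and 100nM Texas-615-DNA. Fluorescence polarization was read for both dyes.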
Anesthetic bind: candidate novel general anesthetic via apoferritin binding. Potency, µM (titrated, usually from 77.5 µM), for the others: top-dose activity change, negative = displacement, actives largely listed as inhibitors. P02791. AID 485281. 350,000 tested, 0.074% active. apoferritin/1-aminoanthracene competitive binding, fluorescence; note: potency is the fitted concentration of half-maximal effect; % is set by controls: 0 for no effect and ±100 for the full control effect; nearly all actives have a fitted effect of over 20% in size
Target sequence (P02791 2-175 limits assumed): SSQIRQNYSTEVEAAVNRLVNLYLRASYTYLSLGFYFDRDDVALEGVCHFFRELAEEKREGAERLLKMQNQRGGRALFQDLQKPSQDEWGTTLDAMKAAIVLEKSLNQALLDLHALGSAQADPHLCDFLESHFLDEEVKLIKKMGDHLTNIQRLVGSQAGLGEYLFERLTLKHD
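Concentration-response curves derived by four-parameter Hill fitting of normalized fluorescence, where compounds displaced 1-AMA from 10 uM horse apoferritin following a brief 10 min room-temperature incubation; propofol titration acted as positive control.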
RGS4 inhibitor: inhibitors of human regulator of G protein signaling 4. P49798. Transcreener GDP fluorescence polarization, RGS4-accelerated GTP hydrolysis. Potency, µM (series often up to 114 µM), without a hit: at the top dose activity change, negative = inhibition, most hits filed as inhibitors. 390,000 tested, 0.039% active. AID 504845; note: potency is the fitted concentration of half-maximal effect; % is set by controls: 0 for no effect and ±100 for the full control effect; nearly all actives have a fitted effect of over 75% in size; some results filed as inactive show a strong effect at the top dose
Target sequence (P49798 whole entry, looked up): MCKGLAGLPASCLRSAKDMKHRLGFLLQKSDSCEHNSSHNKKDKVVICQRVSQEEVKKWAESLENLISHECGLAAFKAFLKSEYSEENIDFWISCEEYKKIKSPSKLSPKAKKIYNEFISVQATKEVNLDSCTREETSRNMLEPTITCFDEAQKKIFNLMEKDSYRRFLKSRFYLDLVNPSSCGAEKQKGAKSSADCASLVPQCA
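MLSMR compounds (23 nl, pin-transferred) preincubated 10 min at room temperature with a 500nM (2x) first reagent, then RGS4 at 900nM (2x) plus Transcreener GDP mix added; fluorescence polarization (620/688 nm) read before and after 90 min at 30 °C.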
Pol eta inh: DNA polymerase eta (human) inhibition. Q9Y253. recombinant Pol eta, fluorescent DNA replication assay. Potency, µM (titrated, usually from 114 µM), for the others: top-dose activity change, negative = inhibition, actives largely listed as inhibitors. 390,000 tested, 1.2% active. AID 588591; note: potency is the fitted concentration of half-maximal effect; % is set by controls: 0 for no effect and ±100 for the full control effect
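Pol eta (10 nM) was preincubated with compounds for 15 min at room temperature, after which fluorescent replication substrate (50 nM final) was added to start the reaction. Fluorescence was read kinetically at 0 and 10 min.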
ALOX12 inh: blocks human arachidonate 12S-lipoxygenase; P18054; purified 12hLO, xylenol orange hydroperoxide absorbance; Potency, µM (doses to about 108 µM), for the others: at the highest dose activity change, negative = inhibition, hits mostly inhibitors; 580,000 tested, 1.1% active; AID 1671190; note: potency is the fitted concentration of half-maximal effect; % is set by controls: 0 for no effect and ±100 for the full control effect
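Hydroperoxide product was detected by ferrous iron/xylenol orange as the 573 to 405 nm absorbance ratio. Arachidonic acid at 40 uM (final) was turned over for 30 min at room temperature by 150 nM human 12hLO, pH 7.0 Hepes buffer, after 15 min compound preincubation.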
Pol beta inh: blocks human DNA polymerase beta activity. 340,000 tested, 1.3% active. Potency, µM (titrated, usually from 114 µM), for inactives: top-dose activity change, negative = inhibition, usual class: inhibitors. P06746. Pol beta primer extension/strand displacement, fluorescence kinetic; note: potency is the fitted concentration of half-maximal effect; % is set by controls: 0 for no effect and ±100 for the full control effect
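Human Pol beta at 10 nM; strand-displacement substrate 50 nM final. Compound exposure 15 min at room temperature before start, reaction 10 min at room temperature.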
* hit, by the source's call; [ ] = dose if it differs, or a comment. Unless noted, calls come from the whole dose curve; as a rule, active = well fitted curve in the direction sought with a large enough effect; inconclusive = small, poorly fitted or top-dose-only effect, or another doubt; inactive = no such curve, though single readings can be large; an effect the other way counts as inactive or inconclusive. Not all compounds are listed. The share of hits here may be higher or lower than overall.

Screening COc1ccc(Nc2ncc3c(n2)CC(c2ccc(OC)cc2)CC3=O)cc1 (centres undefined) returned POLK inh -14%, LDHA inh -3, APE1 inh -3%, ERG-DNA inh 4%, Anesthetic bind -4%, RGS4 inhibitor -15%[11.4 µM], Pol eta inh -14%, ALOX12 inh 0% and Pol beta inh -3%.
`CC(Oc1ccc(F)cc1Br)c1nc2ccccc2c(=O)[nH]1` (centres undefined) gave POLK inh -3%, LDHA inh -9, APE1 inh 21%, ERG-DNA inh -9%, Anesthetic bind -4%, RGS4 inhibitor 8%, Pol eta inh 3%, ALOX12 inh -2% and Pol beta inh 6%.
For CC(=O)N1CCC(N(C(=O)Nc2ccc(F)cc2)C2CCCC2)CC1 the results were POLK inh -5%, LDHA inh -10, APE1 inh -2%, ERG-DNA inh 2%, Anesthetic bind -4%, RGS4 inhibitor 22%, Pol eta inh -4%, ALOX12 inh 7% and Pol beta inh 36%.
Screening CC(C)(C)c1cc(Br)ccc1OCC(=O)Nc1ncn[nH]1 returned POLK inh -6%, LDHA inh -6, APE1 inh -3%, ERG-DNA inh -1%, Anesthetic bind 9%, RGS4 inhibitor 14%, Pol eta inh -8%, ALOX12 inh 21% and Pol beta inh -1%.
For CCOc1ccc(NC(=O)Nc2ccc3c(c2)nc(C)n3C)cc1 the results were POLK inh -8%, LDHA inh -7, APE1 inh 4%, ERG-DNA inh -10%, Anesthetic bind -1%, RGS4 inhibitor 1%[11.4 µM], Pol eta inh 8%, ALOX12 inh -3% and Pol beta inh -29%.
`O=[N+]([O-])c1cccc(COc2ccc(CN3CCOCC3)cc2)c1` gave POLK inh -3%, LDHA inh -1, ERG-DNA inh 14%, RGS4 inhibitor 9%, Pol eta inh -8% and ALOX12 inh -1%.
Screening Cc1ccc(C)c(C(=O)COc2ccccc2[N+](=O)[O-])c1 returned POLK inh -6%, LDHA inh -4, APE1 inh 5%, ERG-DNA inh -9%, Anesthetic bind -14%, RGS4 inhibitor 0%, Pol eta inh -5%, ALOX12 inh 1% and Pol beta inh 5%.
Screening COC(=O)c1ccc2nc(Nc3nc4ccc(F)cc4s3)sc2c1 returned POLK inh -2%, LDHA inh -6, APE1 inh 1%, ERG-DNA inh 3%, Anesthetic bind 21%, RGS4 inhibitor -17%, Pol eta inh inconclusive, ALOX12 inh 0% and Pol beta inh -13%.
Screening Cc1ccc(N2CCN(C3=NC(=O)/C(=C\c4cn[nH]c4-c4ccccc4)S3)CC2)cc1 returned POLK inh -5%, LDHA inh -2, APE1 inh -4%, ERG-DNA inh -7%, Anesthetic bind -14%, RGS4 inhibitor inconclusive, Pol eta inh -11%, ALOX12 inh 0% and Pol beta inh 2%.
For CN1CCN(/N=C/c2ccc(N(c3ccccc3)c3ccccc3)cc2)CC1 the results were POLK inh -8%, LDHA inh -12, APE1 inh 0%, ERG-DNA inh -14%, Anesthetic bind -1%, RGS4 inhibitor 22%, Pol eta inh -9%, ALOX12 inh -26% and Pol beta inh -22%.
`CC(C)C(c1nnnn1C1CCCC1)N1CCCc2ccccc21` (centres undefined) gave POLK inh -7%, LDHA inh 1, APE1 inh -1%, ERG-DNA inh 0%, Anesthetic bind -1%, RGS4 inhibitor -26%, Pol eta inh -14%, ALOX12 inh -4% and Pol beta inh 21%.
CCOC(=O)N1CCN(c2c(Nc3ccc4c(c3)OCCO4)c(=O)c2=O)CC1 was read as POLK inh 15%, LDHA inh 3, APE1 inh -3%, ERG-DNA inh 4%, Anesthetic bind -5%, RGS4 inhibitor 0%, Pol eta inh -6%, ALOX12 inh inconclusive and Pol beta inh -14%.
`O=C(Nc1c2c(nn1-c1cccc(Cl)c1)CS(=O)(=O)C2)c1cccs1` gave POLK inh -15%, LDHA inh 0, APE1 inh -8%, ERG-DNA inh -12%, Anesthetic bind 1%, RGS4 inhibitor 30%, Pol eta inh 0%, ALOX12 inh 3% and Pol beta inh 5%.
For CCC1Oc2ccc(C)cc2N(CC(=O)N(Cc2ccc3c(c2)OCO3)CC2CCCO2)C1=O (centres undefined) the results were POLK inh -11%, LDHA inh -3, APE1 inh -6%, ERG-DNA inh -3%, Anesthetic bind -18%, RGS4 inhibitor 2%, Pol eta inh -14%, ALOX12 inh -14% and Pol beta inh 12%.
For Cc1noc(C)c1CSCC(=O)OCc1nnc(-c2ccc([N+](=O)[O-])cc2)o1 the results were POLK inh -21%, LDHA inh -8, APE1 inh 22%, ERG-DNA inh 3%, RGS4 inhibitor -26%, Pol eta inh -6% and ALOX12 inh 4%.
COc1ccc2c(c1)c(CC(=O)Nc1nnc(C3CC3)s1)c(C)n2C(=O)c1ccc(Cl)cc1 was read as POLK inh 1%, LDHA inh -1, APE1 inh 16%, ERG-DNA inh 14%, Anesthetic bind -13%, RGS4 inhibitor -24%, Pol eta inh -10%, ALOX12 inh 2% and Pol beta inh 22%.
For CC1CCc2c(sc(NC(=O)Cn3cnc([N+](=O)[O-])n3)c2C(N)=O)C1 (centres undefined) the results were POLK inh -1%, LDHA inh -4, APE1 inh -4%, ERG-DNA inh 3%, Anesthetic bind -8%, RGS4 inhibitor 18%, Pol eta inh 0%, ALOX12 inh 6% and Pol beta inh -10%.
Screening O=C(c1ccc(CS(=O)(=O)c2ccc(Br)cc2)o1)N1CCN(c2ncccn2)CC1 returned POLK inh -3%, LDHA inh 0, APE1 inh -3%, ERG-DNA inh -3%, Anesthetic bind -6%, RGS4 inhibitor -8%, Pol eta inh 1%, ALOX12 inh 1% and Pol beta inh 25%.
For C[C@@H]1CCCCCCCCC(=O)OCCN[C@H](C)CCCCCCCCC(=O)OCCN[C@H](C)CCCCCCCCC(=O)OCCN1 the results were POLK inh -10%, LDHA inh 0, APE1 inh -2%, ERG-DNA inh -4%, RGS4 inhibitor -7% and Pol eta inh -9%.
COc1cccc(CCN2CCC(CNS(=O)(=O)c3cc(-c4cc(C)no4)ccc3OC)CC2)c1 was read as POLK inh -11%, LDHA inh -22, APE1 inh 12%, ERG-DNA inh 1%, Anesthetic bind -13%, RGS4 inhibitor 2%, Pol eta inh -6%, ALOX12 inh inconclusive and Pol beta inh -10%.
For COc1ccc(C(CNC(=O)Cn2c(=O)oc3ccccc32)N(C)C)cc1 (centres undefined) the results were POLK inh 3%, LDHA inh -2, APE1 inh 13%, ERG-DNA inh -4%, Anesthetic bind -9%, RGS4 inhibitor -5%, Pol eta inh -13%, ALOX12 inh inconclusive and Pol beta inh 17%.
CCO[C@H]1OC(C(=O)Nc2ccccc2)=C[C@@H](c2cn(C(C)=O)c3ccccc23)[C@@H]1CCCO was read as POLK inh -10%, LDHA inh 0, APE1 inh 9%, ERG-DNA inh 2%, Anesthetic bind -13%, RGS4 inhibitor 12%, Pol eta inh -16%, ALOX12 inh inconclusive and Pol beta inh 1%.
COc1ccc(-c2cc(-c3nnc(COC(=O)c4ccncc4)o3)c3ccccc3n2)cc1OC was read as POLK inh 1%, LDHA inh -6, APE1 inh 0%, ERG-DNA inh 8%, Anesthetic bind -12%, RGS4 inhibitor 0%, Pol eta inh inconclusive, ALOX12 inh 0% and Pol beta inh 1%.
Screening CCCc1nc2c(sc3nc4c(cc32)COC(C)(C)C4)c(=O)n1CCN(C)C returned POLK inh -4%, LDHA inh -3, APE1 inh -2%, ERG-DNA inh 0%, Anesthetic bind -6%, RGS4 inhibitor -6%, Pol eta inh -16%, ALOX12 inh 4% and Pol beta inh 22%.
For CSc1cccc(NC(=O)CNC(=O)c2ccc3c(c2)OCO3)c1 the results were POLK inh -1%, LDHA inh -4, APE1 inh 26%, ERG-DNA inh 7%, RGS4 inhibitor -21%, Pol eta inh -18% and ALOX12 inh 4%.
`O=C(N1CCCCC1)N1CCN(C(=O)N2CCCCC2)CC1` gave POLK inh -9%, LDHA inh 3, APE1 inh 0%, ERG-DNA inh -5%, Anesthetic bind -1%, RGS4 inhibitor 9%, Pol eta inh 2%, ALOX12 inh 3% and Pol beta inh 4%.
Screening Cc1ccc(S(=O)(=O)N(C)CC(=O)NCc2ccncc2)cc1 returned POLK inh -7%, LDHA inh -7, APE1 inh 6%, ERG-DNA inh -6%, Anesthetic bind -4%, RGS4 inhibitor inconclusive, Pol eta inh -24%, ALOX12 inh -16% and Pol beta inh -1%.

Pulled one by one from the entries so far, 3 records:
For CSc1cccc(NC(=O)CNC(=O)c2ccc3c(c2)OCO3)c1 the results were POLK inh -1%, LDHA inh -4, APE1 inh 26%, ERG-DNA inh 7%, RGS4 inhibitor -21%, Pol eta inh -18% and ALOX12 inh 4%.
`O=C(N1CCCCC1)N1CCN(C(=O)N2CCCCC2)CC1` gave POLK inh -9%, LDHA inh 3, APE1 inh 0%, ERG-DNA inh -5%, Anesthetic bind -1%, RGS4 inhibitor 9%, Pol eta inh 2%, ALOX12 inh 3% and Pol beta inh 4%.
For C[C@@H]1CCCCCCCCC(=O)OCCN[C@H](C)CCCCCCCCC(=O)OCCN[C@H](C)CCCCCCCCC(=O)OCCN1 the results were POLK inh -10%, LDHA inh 0, APE1 inh -2%, ERG-DNA inh -4%, RGS4 inhibitor -7% and Pol eta inh -9%.
